High-throughput results as filed in PubChem.
USP8 inh = blocks human USP8 ubiquitin-rhodamine cleavage | AID 1645853 | 47,000 compounds, 4.2% hits | purified USP8, Ub-rhodamine cleavage fluorescence, 30 min | P40818 | inhibition, % at 20 µM
UCHL1 block = human UCHL1 deubiquitinase inhibition; purified UCHL1, Ub-rhodamine cleavage fluorescence; inhibition, % at 20 µM; 47,000 compounds, 0.2% hits
Target sequence (P09936 whole entry, looked up): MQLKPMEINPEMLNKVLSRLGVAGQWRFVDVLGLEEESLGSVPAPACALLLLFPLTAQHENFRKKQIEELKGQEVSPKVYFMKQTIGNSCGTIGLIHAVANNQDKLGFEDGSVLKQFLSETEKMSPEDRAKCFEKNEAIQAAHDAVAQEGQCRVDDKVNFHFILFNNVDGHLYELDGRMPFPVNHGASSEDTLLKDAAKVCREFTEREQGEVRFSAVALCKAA
USP30 block = inhibitors of human USP30 deubiquitinase; purified USP30, Ub-rhodamine cleavage fluorescence; inhibition, % at 25 µM; 47,000 compounds, 5.3% hits
USP28 inh = human USP28 deubiquitinase inhibition; inhibition, % at 25 µM; Q96RU2; 47,000 compounds, 3% hits; purified USP28, Ub-rhodamine cleavage fluorescence, 30 min; AID 1645857
USP17 block = blocks human USP17 ubiquitin-rhodamine cleavage | A8MUK1 | purified USP17, Ub-rhodamine cleavage fluorescence, 3 h | inhibition, % at 50 µM | 47,000 compounds, 6.5% hits | AID 1645855
USP7 block = inhibitors of human USP7 deubiquitinase. Q93009. purified USP7, Ub-rhodamine cleavage fluorescence. inhibition, % at 20 µM. 47,000 compounds, 0.3% hits. AID 1645854
OTUD3 block = human OTUD3 deubiquitinase inhibition. 47,000 compounds, 0.7% hits. Q5T2D3. inhibition, % at 25 µM. purified OTUD3, Ub-rhodamine fluorescence, 2 h
Target sequence (Q5T2D3 whole entry, looked up): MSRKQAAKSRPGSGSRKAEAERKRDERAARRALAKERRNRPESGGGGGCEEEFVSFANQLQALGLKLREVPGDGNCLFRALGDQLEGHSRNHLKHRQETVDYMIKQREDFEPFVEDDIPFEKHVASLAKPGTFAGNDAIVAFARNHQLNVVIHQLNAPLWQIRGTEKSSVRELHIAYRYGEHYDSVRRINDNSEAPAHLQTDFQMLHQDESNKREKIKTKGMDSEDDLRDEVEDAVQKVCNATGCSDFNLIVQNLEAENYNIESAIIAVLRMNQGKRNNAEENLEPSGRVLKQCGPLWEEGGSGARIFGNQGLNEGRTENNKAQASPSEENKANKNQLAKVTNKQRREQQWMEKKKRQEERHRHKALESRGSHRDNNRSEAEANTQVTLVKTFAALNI
USP10 inh = human USP10 deubiquitinase inhibition. AID 1645856. 47,000 compounds, 1.1% hits. inhibition, % at 20 µM. Q14694. purified USP10, Ub-rhodamine fluorescence, 60 min
* = called active by the depositor; i = inactive; . = not tested or not shown. Rule as the data show it: active = inhibition above about 30%; inactive = the rest. An excerpt. The share of hits here may be higher or lower than overall.

Keys: A = USP8 inh; B = UCHL1 block; C = USP30 block; D = USP28 inh; E = USP17 block; F = USP7 block; G = OTUD3 block; H = USP10 inh
(1) CC(C)N(C)C(=O)C1=NOC2(CCNCC2)C1
  A = -201	B = 2	C = 3	D = 23	E = -30	F = 0	G = 25	H = 1
(2) C[C@@H]1CC[C@@]2(OC1)O[C@H]1C[C@H]3[C@@H]4CC=C5C[C@@H](O[C@@H]6O[C@@H](CO)[C@@H](O[C@@H]7O[C@@H](C)[C@H](O[C@@H]8O[C@@H](C)[C@H](O)[C@H](O)[C@H]8O)[C@H](O)[C@H]7O)[C@H](O)[C@@H]6O[C@@H]6O[C@@H](C)[C@H](O)[C@H](O)[C@H]6O)CC[C@]5(C)[C@H]4CC[C@]3(C)[C@H]1[C@@H]2C
  A = 3	B = 0	C = 96*	D = 38*	E = 55*	F = 3	G = 12	H = -3
(3) COc1oc(C2C\C(=C/C(C)=C/C(C)=C/C(C)=C/c3ccc([N+](=O)[O-])cc3)CO2)c(C)c(=O)c1C (configuration not stated)
  A = -4	B = 3	C = -27	D = 0	E = -11	F = -6	G = -1	H = -1
(4) COc1cc(O)c2c(=O)oc3cc(O)cc(C)c3c2c1
  A = -20	B = 0	C = -15	D = 5	E = 2	F = -3	G = 4	H = -8
(5) CN[C@@H]1C[C@H]2O[C@@](C)([C@@H]1OC)n1c3ccccc3c3c4c(c5c6ccccc6n2c5c31)C(=O)NC4
  A = -132	B = -12	C = -18	D = 7	E = 25	F = -15	G = 0	H = -11
(6) CC(=O)O[C@H]1[C@]2(O)C[C@]34SS[C@](CO)(C(=O)N3[C@@H]2C[C@@]12O[C@@H](C)C(C)(C)C2=O)N(C)C4=O
  A = 1	B = -1	C = 63*	D = -2	E = -33	F = 8	G = 12	H = 1
(7) CSc1ccc(/C=C2\C(=O)C3CCN2CC3)cc1
  A = -6	B = -1	C = 1	D = 0	E = -5	F = 1	G = -2	H = 1
(8) Cn1ccnc1CN1CCOC2(CCCN(c3ncccn3)C2)C1 (configuration not stated)
  A = -129	B = 1	C = 21	D = 8	E = -7	F = 6	G = 12	H = 2
(9) O=C(Nc1ccccn1)c1c(O)c2ccccc2n(Cc2ccccc2)c1=O
  A = 69*	B = 1	C = 12	D = -1	E = 14	F = 6	G = 0	H = 9
(10) Cc1cccc(C2(c3cccc(C)c3)OCCN(C)C2C)c1 (configuration not stated)
  A = -42	B = -26	C = -345	D = -94	E = -80	F = -14	G = -72	H = -2
(11) COc1ccccc1-n1c(/C=C/c2ccc([N+](=O)[O-])o2)nc2ccccc2c1=O
  A = -77	B = -151	C = -360	D = -127	E = -35	F = -107	G = -93	H = -6
(12) O=C(Nc1nc2ccccc2s1)c1cccn(Cc2cccc(Cl)c2)c1=O
  A = 0	B = 4	C = -21	D = -12	E = 46*	F = -1	G = -10	H = 0
(13) CO[C@@H]1C[C@H]2C=C[C@H]3[C@H]4O[C@]2(/C(C)=C/[C@@H](C)[C@@H]([C@H](C)O)OC1=O)[C@@H]3[C@H](O)[C@@H](C)[C@H]4OC(=O)c1ccc[nH]1
  A = -1	B = -2	C = -9	D = -5	E = -8	F = -6	G = -17	H = 0
(14) C[C@H]1NCCc2c1[nH]c1ccccc21
  A = -12	B = -5	C = -81	D = -25	E = -27	F = 0	G = -20	H = -1
(15) Cc1cccc(COc2ccc(C3SCC(=O)Nc4n[nH]c(C)c43)cc2)c1 (configuration not stated)
  A = 86*	B = 8	C = 21	D = 13	E = 56*	F = -24	G = 13	H = 7
(16) Cc1cccc(NC(=O)C(C)N2CC=C(c3ccccc3)CC2)c1 (configuration not stated)
  A = 6	B = 7	C = -3	D = 4	E = 2	F = 2	G = 11	H = 3
(17) CC[C@@]1(O)C[C@H](O[C@@H]2C[C@@H](N(C)C)[C@@H](O[C@@H]3C[C@@H](O)[C@@H](O[C@@H]4CCC(=O)[C@@H](C)O4)[C@@H](C)O3)[C@@H](C)O2)c2c(cc3c(c2O)C(=O)c2c(O)ccc(O)c2C3=O)[C@H]1C(=O)OC
  A = -338	B = -121	C = i	D = -222	E = -217	F = -144	G = -157	H = -13
(18) CN1CCc2c(C#N)c(N3CCCCC3)n3cnnc3c2C1
  A = -4	B = -1	C = .	D = .	E = 4	F = -3	G = -1	H = -2
(19) CC12CN3CC(C)(CN(C1)C3c1cccnc1)C2=O (configuration not stated)
  A = 1	B = 1	C = -5	D = -3	E = -1	F = 3	G = -9	H = 1
(20) O=C1NCc2ccccc2CC12CCCCN2Cc1ccncc1 (configuration not stated)
  A = -6	B = -4	C = -5	D = 2	E = -3	F = 0	G = 0	H = -5
(21) O=C1CSC(c2cccc([N+](=O)[O-])c2)c2c(n(C3CCCCC3)[nH]c2=O)N1 (configuration not stated)
  A = -46	B = 0	C = -11	D = -4	E = 0	F = 7	G = -1	H = 4
(22) Cc1[nH]nc2c1C(c1cccc(F)c1)SCC(=O)N2 (configuration not stated)
  A = 3	B = -4	C = -2	D = -5	E = -3	F = -3	G = -6	H = 3
(23) COc1ccc(C2SCC(=O)Nc3c2c(C)nn3C2CCOC(C)(C)C2)cc1 (configuration not stated)
  A = -186	B = -1	C = -8	D = -1	E = -41	F = 1	G = 6	H = 0
(24) O=C(O)CNC(=O)N1CCC2(CC1)C(=O)Nc1c(Oc3ccccc3)cccc12
  A = 11	B = 1	C = 13	D = 19	E = 8	F = -44	G = 11	H = -2
(25) CC(C)[C@@H](C)/C=C/[C@@H](C)C1CCC2=C3C(CCC21C(=O)O)[C@@]1(C)CC[C@H](OC(=O)[C@@H](N)[C@@H](OS(=O)(=O)O)C(C)C)C[C@@]12O[C@H]2[C@@H]3O (some centres not stated)
  A = -272	B = -2	C = -185	D = 22	E = 24	F = 6	G = 19	H = -7
(26) O=C(Nc1ccncc1)N1CCC2(CC1)C(=O)Nc1c(Oc3ccccc3)cccc12
  A = -307	B = 3	C = -18	D = 17	E = -37	F = -14	G = -11	H = -1
(27) O=C(NCC1CCCO1)c1cc2cccnc2n(Cc2ccccc2F)c1=O (configuration not stated)
  A = -18	B = -15	C = -187	D = -45	E = -38	F = -28	G = -47	H = -3
(28) Cc1cccc(CN2C[C@H]3CCc4c(nc(C)[nH]c4=O)[C@H]3C2)n1
  A = -9	B = -7	C = -8	D = -10	E = -11	F = -9	G = -4	H = -6
(29) COc1cc(N2CCC3(CC2)COCCN3CC2CC2)ncn1
  A = 3	B = 1	C = 7	D = 0	E = -10	F = 1	G = 4	H = 0
(30) Cc1nc(C(=O)NCc2cccc(F)c2)c(C)n1C1CCN(C)CC1
  A = 3	B = 2	C = 24	D = 7	E = 11	F = 5	G = 23	H = 0
(31) COCCN1C[C@@H]2c3nc(NCC4CC4)ncc3CS(=O)(=O)[C@@H]2C1
  A = -31	B = 0	C = 12	D = 10	E = -3	F = 4	G = 6	H = -2
(32) O=C(NC[C@H]1OC[C@@H]2CCN(Cc3nccs3)C[C@@H]21)c1ccno1
  A = -37	B = -2	C = -12	D = -14	E = -5	F = 0	G = -5	H = 0
(33) Cc1[nH]cnc1-c1nnc2n1-c1ccc(Cl)cc1C(c1ccccc1Cl)=NC2
  A = 0	B = 0	C = -28	D = -1	E = 0	F = -5	G = -2	H = -1

An excerpt from above in order of molar mass, highest first:
Keys: A = USP8 inh; B = UCHL1 block; C = USP30 block; D = USP28 inh; E = USP17 block; F = USP7 block; G = OTUD3 block; H = USP10 inh
(25) CC(C)[C@@H](C)/C=C/[C@@H](C)C1CCC2=C3C(CCC21C(=O)O)[C@@]1(C)CC[C@H](OC(=O)[C@@H](N)[C@@H](OS(=O)(=O)O)C(C)C)C[C@@]12O[C@H]2[C@@H]3O (some centres not stated)
  A = -272	B = -2	C = -185	D = 22	E = 24	F = 6	G = 19	H = -7
(26) O=C(Nc1ccncc1)N1CCC2(CC1)C(=O)Nc1c(Oc3ccccc3)cccc12
  A = -307	B = 3	C = -18	D = 17	E = -37	F = -14	G = -11	H = -1
(23) COc1ccc(C2SCC(=O)Nc3c2c(C)nn3C2CCOC(C)(C)C2)cc1 (configuration not stated)
  A = -186	B = -1	C = -8	D = -1	E = -41	F = 1	G = 6	H = 0
(24) O=C(O)CNC(=O)N1CCC2(CC1)C(=O)Nc1c(Oc3ccccc3)cccc12
  A = 11	B = 1	C = 13	D = 19	E = 8	F = -44	G = 11	H = -2
(27) O=C(NCC1CCCO1)c1cc2cccnc2n(Cc2ccccc2F)c1=O (configuration not stated)
  A = -18	B = -15	C = -187	D = -45	E = -38	F = -28	G = -47	H = -3
(31) COCCN1C[C@@H]2c3nc(NCC4CC4)ncc3CS(=O)(=O)[C@@H]2C1
  A = -31	B = 0	C = 12	D = 10	E = -3	F = 4	G = 6	H = -2
(32) O=C(NC[C@H]1OC[C@@H]2CCN(Cc3nccs3)C[C@@H]21)c1ccno1
  A = -37	B = -2	C = -12	D = -14	E = -5	F = 0	G = -5	H = 0
(28) Cc1cccc(CN2C[C@H]3CCc4c(nc(C)[nH]c4=O)[C@H]3C2)n1
  A = -9	B = -7	C = -8	D = -10	E = -11	F = -9	G = -4	H = -6
